MT1-MMP act inh – MT1-MMP (human) activation inhibition; GFP/RFP ratio change, % at 20 µM; HT1080 RFP-PRO-GFP cells, GFP/RFP ratio fluorescence, overnight; percent of plate control window, DMSO zero; AID 651647; 360,000 compounds, 0.061% hits;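 active means GFP/RFP ratio change of at least 30% with cell ATP level not reduced by more than half and red fluorescence within 50% of control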; further: strong numbers were not always called active
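Read-out: GFP/RFP fluorescence ratio; Test system: RFP-PRO-GFP reporter HT1080 cells; Compound dosing: single-point 20 µM compound, 1% DMSO; Times: overnight compound exposure at 37 °C.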
eLon inh – inhibitors of E. coli Lon protease. inhibition, % at 7.94 µM. AID 602123. purified E. coli Lon protease, fluorescence polarization. 360,000 compounds, 0.42% hits. P0A9M0; in the data active means inhibition above about 13%, passing the limit was not always enough;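 further: 0% = enzyme with probe and DMSO and 100% = no enzyme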
CendR NRP1 mod – NRP-1/CendR interaction modulation. O14786. FAM-RPARPAR peptide binding to NRP-1, fluorescence polarization. inhibition, % at 25 µM. 360,000 compounds, 0.85% hits. AID 602438;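 active means inhibition or corrected inhibition above about 18%, plus a signal ratio from 0.5 to 1.5, limit read from the data, passing the limit was not always enough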; further: strong numbers were not always called active
Rin1-Abl PPI inh – inhibitors of human Rin1-Abl protein interaction | P00519+Q13671 | TR-FRET Rin1/Abl binding, biochemical | inhibition, % at 7.35 µM | 360,000 compounds, 0.4% hits | AID 588664; in the data active means inhibition above about 5%, passing the limit was not always enough
Neddyl block – inhibitors of human cullin neddylation. AID 651699. calls only at 25 µM. 360,000 compounds, 0.58% hits. P61081+Q13564. TR-FRET cullin neddylation, biochemical; in the data active means inhibition above about 36%
bovine MsrA act – activates bovine MsrA enzyme; purified bovine MsrA, absorbance read-out; activation, % at 10.6 µM; 360,000 compounds, 0.3% hits; AID 602163; in the data active means activation above about 7.5%;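 further: 0% = vehicle and 100% = reference activator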
MsrA inhibitor – inhibitors of bovine MsrA; purified bovine MsrA, absorbance read-out; inhibition, % at 15.5 µM; 360,000 compounds, 0.75% hits; AID 651718; in the data active means inhibition above about 4.5%;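 further: 0% = vehicle wells with enzyme and 100% = reference inhibitor wells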
FAS TE block – inhibitors of human fatty acid synthase thioesterase domain; recombinant FAS-TE, OMFH fluorogenic substrate, fluorescence endpoint; inhibition, % at 15 µM; P49327; AID 602261; 360,000 compounds, 0.67% hits;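 active means compounds whose normalised, plate-corrected inhibition of enzyme fluorescence in the single-dose primary screen is 50% or more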;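 further: 0% = DMSO with enzyme and 100% = substrate without enzyme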
Target sequence (P49327 whole entry, looked up, the tested form may be a part): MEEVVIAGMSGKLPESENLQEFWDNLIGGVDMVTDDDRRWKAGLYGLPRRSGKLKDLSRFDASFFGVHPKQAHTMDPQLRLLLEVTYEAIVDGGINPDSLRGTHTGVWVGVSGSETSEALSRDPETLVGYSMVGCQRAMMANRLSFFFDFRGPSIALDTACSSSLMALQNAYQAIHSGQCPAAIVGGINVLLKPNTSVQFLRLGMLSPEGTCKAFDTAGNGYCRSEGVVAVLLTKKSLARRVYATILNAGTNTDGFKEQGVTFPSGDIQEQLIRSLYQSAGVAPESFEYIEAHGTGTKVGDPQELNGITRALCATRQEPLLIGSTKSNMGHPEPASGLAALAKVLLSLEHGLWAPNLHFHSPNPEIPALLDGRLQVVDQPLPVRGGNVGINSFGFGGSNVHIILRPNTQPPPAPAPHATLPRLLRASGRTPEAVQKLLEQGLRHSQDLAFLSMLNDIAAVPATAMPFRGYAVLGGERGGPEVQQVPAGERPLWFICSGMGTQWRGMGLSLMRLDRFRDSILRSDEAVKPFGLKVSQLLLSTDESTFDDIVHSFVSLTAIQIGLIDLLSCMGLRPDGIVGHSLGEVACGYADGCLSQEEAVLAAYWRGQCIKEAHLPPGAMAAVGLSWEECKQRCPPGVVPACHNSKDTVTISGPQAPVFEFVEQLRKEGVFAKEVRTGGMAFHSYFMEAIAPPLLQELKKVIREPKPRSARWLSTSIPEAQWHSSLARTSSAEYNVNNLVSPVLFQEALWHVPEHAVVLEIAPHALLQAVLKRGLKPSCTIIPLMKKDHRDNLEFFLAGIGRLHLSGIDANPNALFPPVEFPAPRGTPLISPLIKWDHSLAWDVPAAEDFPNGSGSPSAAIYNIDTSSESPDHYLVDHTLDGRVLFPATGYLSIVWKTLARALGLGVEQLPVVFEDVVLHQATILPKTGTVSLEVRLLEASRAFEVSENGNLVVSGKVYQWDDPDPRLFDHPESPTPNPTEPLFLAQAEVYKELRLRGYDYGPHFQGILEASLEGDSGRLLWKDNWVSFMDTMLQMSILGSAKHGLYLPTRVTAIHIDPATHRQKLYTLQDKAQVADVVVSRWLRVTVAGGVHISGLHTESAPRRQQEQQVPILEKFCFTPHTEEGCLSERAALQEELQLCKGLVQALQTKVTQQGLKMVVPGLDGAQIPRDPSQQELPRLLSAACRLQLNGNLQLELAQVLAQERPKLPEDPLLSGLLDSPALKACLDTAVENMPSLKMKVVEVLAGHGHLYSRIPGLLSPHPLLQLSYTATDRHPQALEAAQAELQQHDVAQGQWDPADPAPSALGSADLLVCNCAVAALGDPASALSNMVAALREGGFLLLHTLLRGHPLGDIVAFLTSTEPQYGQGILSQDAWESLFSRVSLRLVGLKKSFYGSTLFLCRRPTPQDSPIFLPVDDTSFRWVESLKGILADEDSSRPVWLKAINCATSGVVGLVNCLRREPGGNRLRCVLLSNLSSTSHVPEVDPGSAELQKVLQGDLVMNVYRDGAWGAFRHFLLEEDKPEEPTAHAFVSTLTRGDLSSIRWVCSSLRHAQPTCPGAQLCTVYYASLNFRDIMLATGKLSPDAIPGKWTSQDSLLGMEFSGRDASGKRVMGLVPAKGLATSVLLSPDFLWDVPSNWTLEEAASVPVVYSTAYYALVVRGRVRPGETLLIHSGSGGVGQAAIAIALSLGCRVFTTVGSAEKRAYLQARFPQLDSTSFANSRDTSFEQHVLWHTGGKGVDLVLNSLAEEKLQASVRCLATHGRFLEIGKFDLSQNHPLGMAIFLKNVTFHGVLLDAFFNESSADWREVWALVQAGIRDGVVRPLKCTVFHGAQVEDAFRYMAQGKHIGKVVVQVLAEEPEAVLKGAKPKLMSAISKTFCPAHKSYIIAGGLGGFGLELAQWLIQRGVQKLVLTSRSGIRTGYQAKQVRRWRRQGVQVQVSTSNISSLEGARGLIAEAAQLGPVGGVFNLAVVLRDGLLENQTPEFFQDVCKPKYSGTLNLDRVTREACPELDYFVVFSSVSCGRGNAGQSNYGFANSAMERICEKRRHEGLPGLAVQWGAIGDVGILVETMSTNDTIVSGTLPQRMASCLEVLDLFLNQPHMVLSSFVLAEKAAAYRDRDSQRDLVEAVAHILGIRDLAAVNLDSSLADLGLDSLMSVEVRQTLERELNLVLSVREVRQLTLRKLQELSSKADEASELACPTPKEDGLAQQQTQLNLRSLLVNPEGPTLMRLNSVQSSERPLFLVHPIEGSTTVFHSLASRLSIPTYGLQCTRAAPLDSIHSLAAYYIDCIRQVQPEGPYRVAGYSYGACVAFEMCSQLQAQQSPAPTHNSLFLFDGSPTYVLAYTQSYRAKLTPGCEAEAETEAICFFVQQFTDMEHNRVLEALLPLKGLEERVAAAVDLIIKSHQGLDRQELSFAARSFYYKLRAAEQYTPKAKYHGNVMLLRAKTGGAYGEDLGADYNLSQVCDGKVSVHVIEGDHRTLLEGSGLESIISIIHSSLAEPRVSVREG
SKN-1 block – blocks SKN-1 activity in C. elegans; 360,000 compounds, 0.49% hits; AID 624304; C. elegans VP596 Pgst-4::GFP/RFP ratio, acrylamide-induced, 24 h; inhibition, % at 21.8 µM;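 active means interference check ratio from 0.5 to 1.5 plus GFP to RFP signal ratio inhibition reaching or exceeding a fixed threshold, cut at about 30% in these data, passing the limit was not always enough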; further: some compounds called inactive have numbers as strong as hits
Active calls of the source: *. The order is random; about 4.2% have a hit in one of these screens.

For CCCC(=O)c1c(NCCO)cc(C)oc1=O the results were MT1-MMP act inh 3, eLon inh -3, CendR NRP1 mod 25, Rin1-Abl PPI inh 2, Neddyl block inactive, bovine MsrA act -14, MsrA inhibitor 1.1, FAS TE block -16 and SKN-1 block -14.
Screening CCCc1nn(C)c(C(=O)Nc2cccc3ccccc23)c1Cl returned MT1-MMP act inh -11, eLon inh -21, CendR NRP1 mod -4, Rin1-Abl PPI inh -3, Neddyl block inactive, bovine MsrA act -2, MsrA inhibitor 1.8, FAS TE block 26 and SKN-1 block 9.
Cc1ccc(C)c(OC(=O)c2ccncc2)c1 was read as MT1-MMP act inh -11, eLon inh 2, CendR NRP1 mod 10, Rin1-Abl PPI inh -4, Neddyl block inactive, bovine MsrA act -4, MsrA inhibitor -1.5, FAS TE block -7 and SKN-1 block -14.
Cc1ccc(OCc2nc(C#N)c(NCCCn3ccnc3)o2)cc1 was read as MT1-MMP act inh -2, eLon inh -6, CendR NRP1 mod 8, Rin1-Abl PPI inh 2, Neddyl block inactive, bovine MsrA act -8, MsrA inhibitor 1.6, FAS TE block -12 and SKN-1 block -9.
Screening C/C(NCc1ccccc1)=C(\C#N)C(=O)NCc1ccccc1 returned MT1-MMP act inh 0, eLon inh 4, CendR NRP1 mod 12, Rin1-Abl PPI inh 5, Neddyl block inactive, bovine MsrA act -1, MsrA inhibitor -0.2, FAS TE block 11 and SKN-1 block 6.
CCOC(=O)C1=C(c2ccccc2)NC(=O)NC1c1ccc(OC)c(OC)c1 (configuration not stated) was read as MT1-MMP act inh 0, eLon inh 10, CendR NRP1 mod 2, Rin1-Abl PPI inh 0, Neddyl block inactive, bovine MsrA act -3, MsrA inhibitor -0.2, FAS TE block -5 and SKN-1 block -1.
Screening O=C(CSCc1ccc(Cl)cc1Cl)Nc1c[nH]c(=O)[nH]c1=O returned MT1-MMP act inh -1, eLon inh 4, CendR NRP1 mod 7, Rin1-Abl PPI inh 0, Neddyl block inactive, bovine MsrA act -4, MsrA inhibitor 0.7, FAS TE block -8 and SKN-1 block 0.
For Cc1cc(C)c(NC(=O)Cn2ncc3ccccc32)c(C)c1 the results were MT1-MMP act inh 0, eLon inh 1, CendR NRP1 mod -5, Rin1-Abl PPI inh -3, Neddyl block inactive, bovine MsrA act -1, MsrA inhibitor -0.5, FAS TE block -1 and SKN-1 block -14.
Screening Cc1cc(-c2csc(NCc3ccccc3)n2)c(C)n1C returned MT1-MMP act inh -4, eLon inh -31, CendR NRP1 mod -39, Rin1-Abl PPI inh -6, Neddyl block inactive, bovine MsrA act -3, FAS TE block -91 and SKN-1 block 5.
`COCC(=O)N(C)C[C@@H]1Oc2ncc(Br)cc2C(=O)N([C@@H](C)CO)C[C@H]1C` gave MT1-MMP act inh -2, eLon inh -5, CendR NRP1 mod 1, Rin1-Abl PPI inh 3, Neddyl block inactive, bovine MsrA act -8, MsrA inhibitor 1.1, FAS TE block -9 and SKN-1 block 2.
`Cc1onc(-c2c(F)cccc2Cl)c1C(=O)Nc1cccc(S(=O)(=O)NCc2ccco2)c1` gave MT1-MMP act inh 2, eLon inh -3, CendR NRP1 mod -7, Rin1-Abl PPI inh 3, Neddyl block inactive, bovine MsrA act -3, MsrA inhibitor 0.5, FAS TE block 9 and SKN-1 block 7.
For O=C1NCCN1Cc1ccccc1F the results were MT1-MMP act inh -1, eLon inh 0, CendR NRP1 mod -8, Rin1-Abl PPI inh 1, Neddyl block inactive, bovine MsrA act -2, MsrA inhibitor -0.5, FAS TE block -7 and SKN-1 block 5.
Screening CC1(c2nnnn2Cc2ccccc2)CCC(=O)N1CCc1ccc(O)cc1 (configuration not stated) returned MT1-MMP act inh -1, eLon inh -7, CendR NRP1 mod -7, Neddyl block inactive, bovine MsrA act -8, MsrA inhibitor 0.8, FAS TE block -8 and SKN-1 block -9.
`Cc1ccc(-c2nc(C=Nc3ccc(O)cc3)c(O)o2)cc1` gave MT1-MMP act inh -8, eLon inh 0, CendR NRP1 mod -39, Rin1-Abl PPI inh -2, Neddyl block inactive, bovine MsrA act -12, MsrA inhibitor 0.7, FAS TE block -8 and SKN-1 block -6.
`O=C(COc1ccccc1[N+](=O)[O-])N(Cc1cccc(Br)c1)C1CCS(=O)(=O)C1` (configuration not stated) gave MT1-MMP act inh -4, eLon inh 7, CendR NRP1 mod 13, Rin1-Abl PPI inh -2, Neddyl block inactive, bovine MsrA act -2, MsrA inhibitor 1.9, FAS TE block 35 and SKN-1 block 12.
For O=C1C2CCCN2C(c2ccccc2)N1c1cccc(Cl)c1 (configuration not stated) the results were MT1-MMP act inh -9, eLon inh -3, CendR NRP1 mod -2, Rin1-Abl PPI inh -1, Neddyl block inactive, bovine MsrA act -3, MsrA inhibitor 1.0, FAS TE block 1 and SKN-1 block 1.
CNCC(O)COc1cccc(OC)c1 (configuration not stated) was read as MT1-MMP act inh -1, eLon inh 0, CendR NRP1 mod 13, Rin1-Abl PPI inh -1, Neddyl block inactive, bovine MsrA act -1, MsrA inhibitor -0.4, FAS TE block -3 and SKN-1 block 3.
Screening COc1nccc(-c2ccc(F)cc2)c1C#N returned MT1-MMP act inh 2, eLon inh -10, CendR NRP1 mod 16, Rin1-Abl PPI inh -4, Neddyl block inactive, bovine MsrA act 0, MsrA inhibitor -0.3, FAS TE block 14 and SKN-1 block 21.
`C=CCOC(=O)/C(=C\c1ccc(OC)cc1)NC(=O)c1ccco1` gave MT1-MMP act inh 1, eLon inh 5, CendR NRP1 mod -9, Rin1-Abl PPI inh -3, Neddyl block inactive, bovine MsrA act -5, MsrA inhibitor 1.1, FAS TE block 3 and SKN-1 block 2.
`O=C(NCCN1CCOCC1)c1ccccc1N1C(=O)[C@@H]2Cc3c([nH]c4ccccc34)C(c3ccccc3)N2C1=O` (some centres not stated) gave MT1-MMP act inh -8, eLon inh -6, CendR NRP1 mod -4, Rin1-Abl PPI inh 2, Neddyl block inactive, bovine MsrA act 0, MsrA inhibitor -0.3, FAS TE block -2 and SKN-1 block 2.

Looked up by structure from the entries so far, two records:
Cc1ccc(OCc2nc(C#N)c(NCCCn3ccnc3)o2)cc1 was read as MT1-MMP act inh -2, eLon inh -6, CendR NRP1 mod 8, Rin1-Abl PPI inh 2, Neddyl block inactive, bovine MsrA act -8, MsrA inhibitor 1.6, FAS TE block -12 and SKN-1 block -9.
Screening O=C(CSCc1ccc(Cl)cc1Cl)Nc1c[nH]c(=O)[nH]c1=O returned MT1-MMP act inh -1, eLon inh 4, CendR NRP1 mod 7, Rin1-Abl PPI inh 0, Neddyl block inactive, bovine MsrA act -4, MsrA inhibitor 0.7, FAS TE block -8 and SKN-1 block 0.

The list goes on:
`N#CC(C#N)=C1C(=O)N(CCN2CCOCC2)c2ccccc21` gave MT1-MMP act inh 9, eLon inh 5, CendR NRP1 mod -6, Rin1-Abl PPI inh -1, Neddyl block inactive, bovine MsrA act -5, MsrA inhibitor -0.2, FAS TE block 3 and SKN-1 block 13.
Screening CC(=O)c1ccc(N2CCN(C(=S)NCc3ccco3)CC2)cc1 returned MT1-MMP act inh -1, eLon inh -1, CendR NRP1 mod 8, Rin1-Abl PPI inh 0, Neddyl block inactive, bovine MsrA act -4, MsrA inhibitor 3.5, FAS TE block 0 and SKN-1 block -17.
For O=C(O)c1cc(S(=O)(=O)Nc2ccc3cn[nH]c3c2)ccc1Br the results were MT1-MMP act inh 4, eLon inh -3, CendR NRP1 mod -14, Rin1-Abl PPI inh -4, Neddyl block inactive, bovine MsrA act -9, MsrA inhibitor 1.1, FAS TE block -8 and SKN-1 block 7.
For Cn1c(Cc2ccccc2)nnc1SCC(=O)N1CCOCC1 the results were MT1-MMP act inh -4, eLon inh -8, CendR NRP1 mod 2, Rin1-Abl PPI inh 4, Neddyl block inactive, bovine MsrA act 1, MsrA inhibitor -0.1, FAS TE block -6 and SKN-1 block 10.
CCOC(=O)Nc1nc(C)c(C(=O)c2ccc(Cl)cc2)s1 was read as eLon inh 10, CendR NRP1 mod 2, Rin1-Abl PPI inh -3, Neddyl block inactive, bovine MsrA act -12, MsrA inhibitor -0.2, FAS TE block 8 and SKN-1 block -13.
CC(C)CC(NC(=O)C1CCCN1C(=O)OC(C)(C)C)C(=O)NCC(N)=O (configuration not stated) was read as MT1-MMP act inh 1, eLon inh 8, CendR NRP1 mod 7, Rin1-Abl PPI inh -2, Neddyl block inactive, bovine MsrA act 1, MsrA inhibitor 0.4, FAS TE block -5 and SKN-1 block 8.
For COc1ccc(NC(=O)COC(=O)c2ccc(S(=O)(=O)N3CCCCCC3)cc2)c(OC)c1 the results were MT1-MMP act inh -1, eLon inh -10, CendR NRP1 mod 2, Rin1-Abl PPI inh 4, Neddyl block inactive, bovine MsrA act -2, MsrA inhibitor -0.2, FAS TE block -4 and SKN-1 block 13.
Screening Cc1ccc(S(=O)(=O)N2CCCCC2)cc1NC(=O)c1cccs1 returned MT1-MMP act inh 4, eLon inh 4, CendR NRP1 mod -1, Rin1-Abl PPI inh 0, Neddyl block inactive, bovine MsrA act -9, MsrA inhibitor -0.2, FAS TE block -3 and SKN-1 block 6.
For O=C(N/N=C/c1ccc2ncccc2c1)c1cccc([N+](=O)[O-])c1 the results were MT1-MMP act inh 2, eLon inh -1, CendR NRP1 mod -6, Rin1-Abl PPI inh -1, Neddyl block inactive, bovine MsrA act 1, MsrA inhibitor 0.8, FAS TE block 5 and SKN-1 block 10.
For CN(C)S(=O)(=O)c1ccc(NC=C(C#N)C#N)cc1 the results were MT1-MMP act inh -4, eLon inh 2, CendR NRP1 mod -22, Rin1-Abl PPI inh 0, Neddyl block inactive, bovine MsrA act -5, MsrA inhibitor 3.0, FAS TE block 7 and SKN-1 block 2.
For c1ccc(Nc2nc3ccccc3[nH]2)nc1 the results were MT1-MMP act inh 10, eLon inh 6, CendR NRP1 mod -1, Rin1-Abl PPI inh -4, Neddyl block inactive, bovine MsrA act -3, MsrA inhibitor 0.2, FAS TE block -2 and SKN-1 block 12.
Screening COc1ccc(Nc2ccc(N3C(=O)CCCC3=O)cc2[N+](=O)[O-])c(OC)c1 returned MT1-MMP act inh 8, eLon inh 0, CendR NRP1 mod 0, Rin1-Abl PPI inh -5, Neddyl block inactive, bovine MsrA act -4, MsrA inhibitor 0.8, FAS TE block -2 and SKN-1 block 7.
COc1ccc(CNC(=O)C(=O)N2CCC3(CC2)OCCN3S(=O)(=O)c2ccc(C)cc2)cc1 was read as MT1-MMP act inh 0, eLon inh -8, CendR NRP1 mod -7, Rin1-Abl PPI inh 1, Neddyl block inactive, bovine MsrA act -5, MsrA inhibitor 0.5, FAS TE block 6 and SKN-1 block 16.

As a working copy, 4 of the compounds above:
For CN(C)S(=O)(=O)c1ccc(NC=C(C#N)C#N)cc1 the results were MT1-MMP act inh -4, eLon inh 2, CendR NRP1 mod -22, Rin1-Abl PPI inh 0, Neddyl block inactive, bovine MsrA act -5, MsrA inhibitor 3.0, FAS TE block 7 and SKN-1 block 2.
For c1ccc(Nc2nc3ccccc3[nH]2)nc1 the results were MT1-MMP act inh 10, eLon inh 6, CendR NRP1 mod -1, Rin1-Abl PPI inh -4, Neddyl block inactive, bovine MsrA act -3, MsrA inhibitor 0.2, FAS TE block -2 and SKN-1 block 12.
Screening COc1ccc(Nc2ccc(N3C(=O)CCCC3=O)cc2[N+](=O)[O-])c(OC)c1 returned MT1-MMP act inh 8, eLon inh 0, CendR NRP1 mod 0, Rin1-Abl PPI inh -5, Neddyl block inactive, bovine MsrA act -4, MsrA inhibitor 0.8, FAS TE block -2 and SKN-1 block 7.
COc1ccc(CNC(=O)C(=O)N2CCC3(CC2)OCCN3S(=O)(=O)c2ccc(C)cc2)cc1 was read as MT1-MMP act inh 0, eLon inh -8, CendR NRP1 mod -7, Rin1-Abl PPI inh 1, Neddyl block inactive, bovine MsrA act -5, MsrA inhibitor 0.5, FAS TE block 6 and SKN-1 block 16.

Source: PubChem BioAssay
